Source: PubChem BioAssay (several laboratories)
PHOSPHO1 inh: PubChem AID 1565. recombinant PHOSPHO1, absorbance phosphatase assay. inhibition, % at 13.3 µM. hit rate 1.1% among 290,000; in the data active = inhibition above about 60%
Target sequence (Q8TCT1 whole entry, looked up): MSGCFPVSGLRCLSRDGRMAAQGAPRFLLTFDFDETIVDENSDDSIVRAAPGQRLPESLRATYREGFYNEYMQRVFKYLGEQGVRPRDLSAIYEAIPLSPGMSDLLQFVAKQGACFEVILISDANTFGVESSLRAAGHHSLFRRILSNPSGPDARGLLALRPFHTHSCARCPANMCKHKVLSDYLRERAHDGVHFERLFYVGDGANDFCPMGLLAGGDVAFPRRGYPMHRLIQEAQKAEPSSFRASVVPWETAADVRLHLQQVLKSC
MEKK2mut PB1 HTS: MEK5 binding signal on mutant MEKK2 PB1, primary screen, biochemical, multiplex bead flow cytometry, Alexa488-MEK5. Alexa488-MEK5 binding to MEKK2 mutant. percent response, % at 10 µM. hit rate 0.35% among 290,000. AID 1530, 2009; in the data active = percent response above about 24%, passing the limit was not always enough; note: inactives centre near 1; some results filed as inactive read as strong as hits; reference of the scale not given here
MEKK3 PB1 HTS: modulators of MEKK3-MEK5 PB1 binding, primary screen, biochemical, wildtype MEKK3, multiplex bead flow cytometry, Alexa488-MEK5. bead-based flow cytometry, Alexa488-MEK5 binding to MEKK3; actives lie on both sides; 0 = blocked by unlabeled MEK5, 100 = vehicle. hit rate 1.4% among 290,000. binding response (% of control), % at 10 µM. AID 1529, 2009;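 active = binding response more than 3 SD above or below the average of its plate-row segment, actives on both sides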;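 note: Alexa488 bead fluorescence after subtracting the streptavidin-only scavenger bead signal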
MEKK2wt PB1 HTS: modulators of MEK5 binding to wildtype MEKK2, primary screen, biochemical, multiplex bead flow cytometry, Alexa488-MEK5; Alexa488-MEK5 binding to MEKK2 WT; actives lie on both sides; binding response (% of control), % at 10 µM; hit rate 1.1% among 290,000; AID 1531, 2009; in the data active = binding response below about 67% or above about 130%
GPR7 antag: GPR7 receptor antagonists, primary screen, cell-based, fluorescence, single concentration; Neuropeptides B/W receptor type 1 (Homo sapiens), P48145; hit rate 1.1% among 290,000; GPR7-expressing cells, fluorescence antagonist assay; AID 1861, 2009; inhibition, % at 4.4 µM; in the data active = inhibition above about 16%, passing the limit was not always enough;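 note: cells stimulated with the agonist NPW; 0% = agonist with vehicle and 100% = vehicle without agonist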
OXTR ag: human OXTR agonists, primary screen, fluorescence, CHO-OTR cells, Fluo-8 calcium; Fluo-8 calcium fluorescence; normalized: DMSO 0%, oxytocin 100%; hit rate 0.32% among 320,000; Oxytocin receptor (Homo sapiens), P30559; activation, % at 3 µM;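 active = activation above the mean of all tested compounds plus 3 SD, cutoff set per screening run, cut at about 20% in these data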;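 note: peak over basal fluorescence ratio from a 100 s FLIPR kinetic read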
V1aR counter: agonists of human V1a receptor, primary screen, counter-screen for OXTR agonist project, fluorescence, CHO-V1R cells; Vasopressin V1a receptor (Homo sapiens), P37288; Fluo-8 calcium fluorescence, agonist mode; 0% DMSO, 100% 3 nM vasopressin; activation, % at 3 µM; hit rate 0.25% among 320,000; AID 2797, 2010;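 active = activation above the mean activation of all tested compounds plus 3 SD, per screening run, cut at about 20% in these data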;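 note: signal is peak over basal fluorescence ratio across a 100 second FLIPR read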
Target sequence (P37288 whole entry, looked up): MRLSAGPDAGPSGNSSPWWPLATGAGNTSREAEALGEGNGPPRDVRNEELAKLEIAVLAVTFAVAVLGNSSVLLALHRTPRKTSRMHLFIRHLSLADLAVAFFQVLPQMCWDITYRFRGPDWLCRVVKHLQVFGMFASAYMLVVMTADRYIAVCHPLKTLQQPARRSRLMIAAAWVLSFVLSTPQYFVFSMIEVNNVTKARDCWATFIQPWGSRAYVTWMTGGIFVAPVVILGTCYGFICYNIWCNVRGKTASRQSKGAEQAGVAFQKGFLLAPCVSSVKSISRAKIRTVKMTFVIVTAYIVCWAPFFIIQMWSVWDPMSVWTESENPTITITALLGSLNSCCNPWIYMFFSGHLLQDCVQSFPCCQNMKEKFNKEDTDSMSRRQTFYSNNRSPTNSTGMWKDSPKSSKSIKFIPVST
GalR3 antagonist: GalR3 antagonists in HEK293 cells, primary screen, cell-based, fluorescence readout; inhibition, % at 3 µM; HEK293 GalR3-CNG cAMP membrane potential fluorescence; galR3 body fused to GalR1 C-terminus; AID 651719, 2012; hit rate 0.44% among 360,000;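 active = inhibition above the screen-wide average plus 3 SD, cut at about 13% in these data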;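 note: forskolin and galanin both at EC90 stimulate the cells; cAMP rise reported by CNG channel membrane potential dye signal; 0% = forskolin plus galanin with DMSO and 100% = forskolin alone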
Target sequence (O60755 1-299 limits assumed): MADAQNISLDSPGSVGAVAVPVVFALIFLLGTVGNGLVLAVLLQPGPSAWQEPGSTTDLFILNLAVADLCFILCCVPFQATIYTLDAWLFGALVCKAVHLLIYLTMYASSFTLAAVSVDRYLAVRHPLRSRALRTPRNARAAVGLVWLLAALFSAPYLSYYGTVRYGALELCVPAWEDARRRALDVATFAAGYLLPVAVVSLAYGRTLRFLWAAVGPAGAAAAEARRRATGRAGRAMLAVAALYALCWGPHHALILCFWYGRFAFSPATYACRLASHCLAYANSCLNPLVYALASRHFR
NALP1 inh: NALP1 inflammasome inhibitors in reconstituted yeast, colorimetric, S. cerevisiae, triplicate retest; S. cerevisiae NALP1/ASC/caspase-1 growth, X-gal OD620, 72 h; inhibition, % at 10 µM; hit rate 0.61% among 280,000; AID 2071, 2009; in the data active = inhibition mostly above about 24%, no sharp cut-off; inactive = mostly below about 32%; note: some compounds called inactive have numbers as strong as hits
Starred values were filed as active, the others as inactive; x = no result given.

structure	PHOSPHO1 inh	MEKK2mut PB1 HTS	MEKK3 PB1 HTS	MEKK2wt PB1 HTS	GPR7 antag	OXTR ag	V1aR counter	GalR3 antagonist	NALP1 inh
CCOC(=O)NNC(=O)C1CCC(C)CC1 (configuration not stated)	35	2	103	100	-8	0.0	-0.2	2	-3
COc1ccc(N2CCc3c(C)nc4c(OC)cccc4c32)cc1	-84	-3	103	106	6	0.1	1.0	-10	-5
O=C(N/N=C/c1ccccc1OC(=O)c1ccc2c(c1)OCO2)c1cccc(F)c1	-4	-2	96	96	-6	0.3	0.5	-1	34
CCNc1nc(C)c2cc(Br)c(=O)n(CC)c2n1	-10	1	102	97	-8	-1.4	-1.2	-2	-1
COc1ccccc1CN1CC(C(=O)NCc2cccnc2)CC1=O (configuration not stated)	-3	-9	85	88	-12	-0.7	0.6	-7	15
COc1ccc(Cn2c(=S)[nH]c3ccccc3c2=O)cc1	27	3	99	99	1	-0.3	0.4	-1	2
Oc1[nH]c2ccc(Br)cc2c1N=Nc1ccc(C(F)(F)F)cn1	4	-2	92	88	-14	0.6	1.1	-5	x
COc1cc(/C=C(\C#N)c2nc3ccccc3[nH]2)cc(Br)c1OCc1ccccc1	-17	32	107	113	-6	-1.1	-0.3	2	21
CCOc1ccc2nc(N/C(N)=N/C(=S)Nc3ccc(C)c(C)c3)nc(C)c2c1	10	-2	106	103	-8	0.2	0.0	-1	20
O=C(O)C1C2C=CC(C2)C1C(=O)Nc1nccs1 (configuration not stated)	-3	4	109	111	0	0.4	0.3	-8	-8
Cc1ccc2nc(-c3ccc(NC(=S)NC(=O)CC(C)C)cc3)sc2c1	4	3	102	103	-8	1.3	1.0	-4	-3
CCOc1ccc2[nH]c(=O)c(CN(Cc3ccco3)C(=O)c3ccc(Br)cc3)cc2c1	13	1	100	98	-12	x	x	12	20

Next part (2 carried over from the part before).
structure	PHOSPHO1 inh	MEKK2mut PB1 HTS	MEKK3 PB1 HTS	MEKK2wt PB1 HTS	GPR7 antag	OXTR ag	V1aR counter	GalR3 antagonist	NALP1 inh
Cc1ccc2nc(-c3ccc(NC(=S)NC(=O)CC(C)C)cc3)sc2c1	4	3	102	103	-8	1.3	1.0	-4	-3
CCOc1ccc2[nH]c(=O)c(CN(Cc3ccco3)C(=O)c3ccc(Br)cc3)cc2c1	13	1	100	98	-12	x	x	12	20
O=S(=O)(NNc1ccc(Cl)nn1)c1ccc(F)cc1	18	0	99	90	-5	-0.1	0.7	-12	33
CC1CCN(C(=O)CSc2nnc(CNC(=O)c3ccc(F)cc3)o2)CC1	53	5	96	105	-5	-0.1	0.2	-5	-8
O=S(=O)(c1cccc(Cn2nnc(-c3ccc(F)cc3)n2)c1)N1CCOCC1	17	5	103	105	2	18	15	-2	24
O=C(Cn1cnc2ccccc21)N/N=C/c1cccnc1	-7	-13	92	82	6	0.2	0.2	-6	8
COc1ccc(-c2cc(C(=O)NC3CCCC3)no2)cc1	32	0	101	99	-8	0.5	2.2	-6	18
Cc1cccc(C)c1Oc1nc(-c2ccccc2)ncc1S(=O)(=O)c1ccccc1	35	3	110	104	0	-0.6	0.1	2	21
Cc1ccc2cc(CN(CC3CCCO3)C(=S)Nc3ccccc3)c(=O)[nH]c2c1C (configuration not stated)	0	-1	101	99	-2	-1.1	-0.9	3	26
COc1ccc(Cl)cc1NC(=O)CC(=O)Nc1cc(Cl)ccc1OC	17	0	105	96	-19	-0.1	0.3	-10	5
S=c1[nH]nc(-c2cccnc2)n1C1CCCCC1	6	0	104	104	-9	-1.2	-0.2	-5	3
Cc1cc(C)nc(NC(N)=S)n1	20	-6	92	94	-15	0.3	0.7	-6	-62
CCCN1C2CCCC1CC(NC(=O)c1cc(OC)c(OC)c(OC)c1)C2 (configuration not stated)	-6	-1	98	99	-11	1.3	-0.4	1	17
Cc1ccc(C(=O)NC2=NCCS2)cc1Cl	45	5	102	109	-17	x	x	x	-5
Cc1c(N2C(=O)CS/C2=N\N=C\c2ccc(Cl)cc2)c(=O)n(-c2ccccc2)n1C	38	10	101	107	-2	-0.9	-0.6	-2	4
CC(=O)Nc1cc(NC(C)=O)c2nc(N)sc2c1	-4	15	104	102	-10	-0.1	0.1	6	-6
CCN1CCN(c2c(S(=O)(=O)c3ccc(C)c(C)c3)cnc3ccc(F)cc23)CC1	33	9	103	114	-3	-0.8	-0.1	x	4
Cc1c(C(=O)OCCN2CCCCC2)oc2ccccc12	5	2	101	103	-1	0.4	-0.5	0	-3
COC(=O)C(C)Sc1nc2c(c(=O)[nH]c(=O)n2C)n1CCC(C)C (configuration not stated)	2	2	98	100	-19	-1.6	-0.3	55*	-76
O=c1[nH]c(C2CCCN(S(=O)(=O)c3ccc(F)cc3)C2)nc2c1nnn2Cc1ccccc1 (configuration not stated)	1	5	104	107	-15	-0.2	0.9	-8	17
Cc1noc(C)c1C(=O)NCc1ccccc1Br	30	-6	72	84	-10	0.3	2.2	-2	24
Cc1c(NC(=O)CCC2CCCCC2)cc(C(=O)N2CCOCC2)cc1[N+](=O)[O-]	-16	8	103	107	-20	-1.9	-1.5	1	-10
CCOc1cc(S(=O)(=O)n2ccnc2)ccc1Cl	-13	-26	80	79	7	1.0	0.0	3	10
Fc1ccc(NC(=S)Nc2cccnc2)cc1Cl	32	-8	82	79	5	6.8	6.5	-7	11
CCCCC(=O)OCC(=O)Nc1ccc(SC(F)F)cc1	25	-1	103	99	-15	-2.7	-0.4	-6	4
O=S(=O)(NCCCc1ccccc1)c1ccccc1	-5	5	101	98	4	-1.0	-1.4	3	4
CNC(=O)COC(=O)/C=C/c1c(C)nn(-c2ccccc2)c1C	-12	2	101	105	-7	1.0	0.8	-1	26
COc1cccc(C2c3[nH]c4ccccc4c3CCN2Cc2cccn2-c2ncccn2)c1 (configuration not stated)	52	0	107	104	16	0.9	-0.3	-8	6
CC1(C)CC(=O)C(C=Nc2ccccc2C(=O)O)=C(O)C1	23	-1	94	96	-10	-1.5	0.4	2	9
O=C(Cc1ccccc1F)Nc1ccccc1-c1ccccc1	32	5	106	100	-6	-1.1	-0.4	-2	16
O=C(Nc1ccccc1Br)C1CC(=O)N(c2ccc3c4c(cccc24)CC3)C1 (configuration not stated)	-32	-1	104	103	9	1.8	0.7	-5	10
Cc1ccc(-c2cc(C(=O)N3CC(C)CC(C)C3)c3ccccc3n2)o1 (configuration not stated)	8	-5	101	94	-4	-0.5	1.0	-4	8
O=C(c1ccc2c(c1)OCCCO2)N1CCCCC1	-3	2	100	107	-9	-0.2	-1.3	-4	1
CCOC(=O)C1CCCN(Cc2ccc(OCc3ccccc3)c(OC)c2)C1 (configuration not stated)	-2	-1	97	97	10	0.3	0.3	-6	13
COc1ccc(C2SCC(=O)N2c2ccccc2)cc1 (configuration not stated)	5	1	97	102	-3	-1.0	0.8	-9	12
CCOc1ccccc1N(CC(=O)NCCOC)C(=O)CCC(=O)Nc1ccccn1	41	-6	96	94	9	0.1	0.2	1	11
Cc1ccc(-c2noc(CN(C(=O)c3cccc(Br)c3)C(C)C)n2)cc1	-16	2	98	97	-11	0.8	1.1	-1	-9
COc1cc(CCN2C(=O)N[C@@H](c3cccc(C(F)(F)F)c3)C(C(C)=O)=C2C)cc(OC)c1OC	-4	-2	99	98	-12	0.8	1.2	x	8

6 structures already listed, sorted by length of the SMILES, rising:
structure	PHOSPHO1 inh	MEKK2mut PB1 HTS	MEKK3 PB1 HTS	MEKK2wt PB1 HTS	GPR7 antag	OXTR ag	V1aR counter	GalR3 antagonist	NALP1 inh
O=C(Cc1ccccc1F)Nc1ccccc1-c1ccccc1	32	5	106	100	-6	-1.1	-0.4	-2	16
CNC(=O)COC(=O)/C=C/c1c(C)nn(-c2ccccc2)c1C	-12	2	101	105	-7	1.0	0.8	-1	26
CCOC(=O)C1CCCN(Cc2ccc(OCc3ccccc3)c(OC)c2)C1 (configuration not stated)	-2	-1	97	97	10	0.3	0.3	-6	13
Cc1ccc(-c2cc(C(=O)N3CC(C)CC(C)C3)c3ccccc3n2)o1 (configuration not stated)	8	-5	101	94	-4	-0.5	1.0	-4	8
Cc1ccc(-c2noc(CN(C(=O)c3cccc(Br)c3)C(C)C)n2)cc1	-16	2	98	97	-11	0.8	1.1	-1	-9
COc1cc(CCN2C(=O)N[C@@H](c3cccc(C(F)(F)F)c3)C(C(C)=O)=C2C)cc(OC)c1OC	-4	-2	99	98	-12	0.8	1.2	x	8

(list continues)
structure	PHOSPHO1 inh	MEKK2mut PB1 HTS	MEKK3 PB1 HTS	MEKK2wt PB1 HTS	GPR7 antag	OXTR ag	V1aR counter	GalR3 antagonist	NALP1 inh
COc1ccccc1Nc1nc(N)nc(CN2CCOCC2)n1	2	9	109	111	-1	-1.4	0.1	-2	-6
CC(C(=O)Nc1ccc2c(c1)OCCO2)N(C)Cc1c(F)cccc1Cl (configuration not stated)	11	-1	101	101	10	-1.0	-1.6	-9	-13
Cc1ccccc1C(=O)Oc1cc(N)n(S(=O)(=O)c2ccccc2)n1	26	1	102	100	5	-2.0	0.1	-7	15
CSc1ccccc1NC(=O)CN(C)C(=O)CCc1c[nH]c2ccccc12	32	-2	99	100	-6	3.0	2.4	0	2
O=C(N/N=C/c1ccc2c(c1)OCO2)/C(=C/c1ccc2c(c1)OCO2)NC(=O)c1ccccc1	34	x	x	x	-4	-1.3	0.4	-3	16
C=CCN(CC(=O)c1sc(C(=O)OCC)nc1C)c1cccc(Br)c1	x	0	97	94	x	-1.9	0.2	-7	x
CCc1cccc(NC(=O)CCc2c(C)nn(-c3ccc(N4CCOCC4)nn3)c2C)c1	2	0	102	102	3	2.9	3.8	2	8
Cn1c(SCC(=O)NCC2CCCO2)nnc1-c1ccc(S(=O)(=O)N2CCCC2)cc1 (configuration not stated)	48	-6	83	90	-2	-0.2	0.7	8	20
C=CCn1cc(/C=N/Nc2nc3ccccc3[nH]2)c2ccccc21	-15	43	114	232*	-7	3.4	3.3	-5	19
O=C(COc1ccccc1)NCC(=O)Nc1cccc2ccccc12	-4	3	114	101	-13	-0.1	-0.6	-11	x
O=C(c1ccccc1)N1CCCC(c2nc3c(nnn3Cc3ccccc3)c(=O)[nH]2)C1 (configuration not stated)	14	3	99	101	-20	-0.8	-0.6	-4	31
c1cnc2ccc(-c3ccc4ncccc4c3)cc2c1	25	1	107	111	-20	-0.5	0.7	-8	13
COc1cccc(CN2CCNC(=O)C2CC(=O)NCc2cn3ccc(C)cc3n2)c1OC (configuration not stated)	27	-2	95	95	-9	1.0	0.1	-5	x
O=C(Nc1nnc(Cc2ccccc2)s1)Nc1ccccc1F	34	9	100	100	-7	-0.9	1.4	-3	1
CCOc1ccc(NC(=O)c2ccc(F)cc2F)cc1	x	3	105	105	x	-1.7	-1.1	-1	x
COc1ccc2c(c1)C(=O)N(c1ccccc1)C(=O)C2	9	2	104	107	28*	0.0	0.2	-3	10

Rows are unselected; 5.4% or so of the library scored in one or more.
